HIF-2a inh: inhibitors of HIF-2a. 786-0 RCC cells HIF-2a reporter, luciferase luminescence, overnight. 0.72% of 360,000 active. inhibition, % at 18.8 µM;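 active = inhibition of the luminescence signal of 40% or more relative to plate controls, in a single-dose primary screen at 18.75 µM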
iPSC survival up: increases survival of single human iPS cells | 0.044% of 360,000 active | hiPSC single-cell survival, ATPlite luminescence; 100% = ROCK inhibitor wells, 0% = DMSO | survival enhancement, % at 20 µM | AID 602274; in the data active = survival enhancement above about 18%;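 also: cells exposed to compounds for 16 hours before the ATP read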
aDG glyco act: increases alpha dystroglycan glycosylation | Pro5-aDG cells, alpha-DG glycosylation AlphaScreen (IIH6); 0% Pro5, 100% B10-LARGE cell signal | activation, % at 10 µM | 0.22% of 360,000 active | AID 624168;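 active = activation of at least 8% versus controls, or a plate z-score of at least 8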;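 also: Pro5 are CHO cells carrying HIG-tagged alpha-DG that lacks glycosylation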
Vif inh: blocks HIV Vif function | HEK293T cells, Vif self-association by quenched fluorescence, imaging, 24 h | inhibition, % at 7.49 µM | 0.35% of 340,000 active; in the data active = inhibition above about 50%, passing the limit was not always enough; inconclusive = no clear call, values can overlap the other calls; inactive = below about 31%; also: some results filed as inactive read as strong as hits
NR2E3 ag-1: agonists of human NR2E3 nuclear receptor; Q9Y5X4; CHO-S Gal4-NCOR/VP16-NR2E3 two-hybrid, luciferase; inhibition of corepressor binding, % at 3.98 µM; 0.35% of 360,000 active; AID 602229;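 active = inhibition above the mean of all tested compounds plus 3 SD, cut at about 70% in these data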;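 also: 0% = DMSO with NR2E3 transfected cells and 100% = cells lacking NR2E3 construct; higher means lower luciferase signal from less NR2E3 corepressor binding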
Target sequence (Q9Y5X4 whole entry, looked up, the tested form may be a part): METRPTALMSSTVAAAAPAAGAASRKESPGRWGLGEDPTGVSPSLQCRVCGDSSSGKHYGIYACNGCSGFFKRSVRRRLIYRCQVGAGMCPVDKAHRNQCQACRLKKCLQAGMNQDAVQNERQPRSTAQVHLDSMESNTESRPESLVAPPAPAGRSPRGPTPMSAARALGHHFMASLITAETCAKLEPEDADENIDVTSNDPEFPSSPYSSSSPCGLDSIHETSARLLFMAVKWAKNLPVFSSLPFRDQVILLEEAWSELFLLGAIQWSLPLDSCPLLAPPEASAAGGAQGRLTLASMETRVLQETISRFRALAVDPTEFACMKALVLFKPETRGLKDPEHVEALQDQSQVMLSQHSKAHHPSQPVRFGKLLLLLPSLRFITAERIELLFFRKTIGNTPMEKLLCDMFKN
NR2E3 ag-2: activates human photoreceptor nuclear receptor NR2E3. AID 2300. GST-NR2E3/biotin-RetCOR TR-FRET, 1536-well. inhibition of corepressor binding, % at 4.78 µM. Q9Y5X4. 0.12% of 320,000 active;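 active = percent inhibition above the cutoff of mean plus 3 SD of all tested compounds, set per screening campaign, cut at about 20% in these data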;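 also: 0% = DMSO wells and 100% = biotin wells as full block of FRET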
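Assay system: NR2E3–RetCOR corepressor complex. Quantity: 1.35 nM GST-NR2E3. Buffer or medium: pH 7.5 Tris-based buffer. Reagent: biotinylated RetCOR corepressor at 7 nM final. Schedule: 5 h at 4 °C. Detection: TR-FRET, emission read at 617 and 671 nm. Replicates: one well per compound, singlicate testing.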
PDI turbidity: inhibitors of human protein disulfide isomerase; P07237; PDI insulin aggregation turbidity, A650, 90 min; inhibition, % at 10 µM; 0.052% of 350,000 active;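 active = mean inhibition across replicates of 30% or more, whatever share of single replicates reach that level; inconclusive = mean inhibition below 30% while every single replicate reaches 30%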;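 also: absorbance from insulin aggregation driven by PDI reduction with DTT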
Target sequence (P07237 whole entry, looked up): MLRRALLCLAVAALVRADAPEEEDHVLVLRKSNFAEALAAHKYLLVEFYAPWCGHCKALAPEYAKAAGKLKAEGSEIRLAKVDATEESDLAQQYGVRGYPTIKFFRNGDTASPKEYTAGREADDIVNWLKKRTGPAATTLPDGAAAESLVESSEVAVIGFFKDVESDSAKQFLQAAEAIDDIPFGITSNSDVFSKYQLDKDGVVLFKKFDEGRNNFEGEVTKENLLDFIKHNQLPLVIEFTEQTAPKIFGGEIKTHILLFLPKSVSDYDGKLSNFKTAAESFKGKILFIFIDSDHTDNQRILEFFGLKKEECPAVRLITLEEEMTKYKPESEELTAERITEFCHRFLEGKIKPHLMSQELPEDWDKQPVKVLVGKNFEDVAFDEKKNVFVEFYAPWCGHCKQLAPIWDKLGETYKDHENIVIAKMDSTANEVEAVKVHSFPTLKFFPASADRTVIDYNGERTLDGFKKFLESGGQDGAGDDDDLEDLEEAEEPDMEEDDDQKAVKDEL
Exocytosis inh: lytic granule exocytosis inhibition | inhibition, % at 10 µM | 0.66% of 360,000 active | TALL-104 LAMP-1 surface exposure, flow cytometry; cells stimulated with thapsigargin and PMA;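 active = inhibition above about 55%, limit read from the data; inconclusive = no clear call, values can overlap the other calls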
Peg3 promoter: Peg3 promoter activity inhibition; HeLa PEG-Prom luciferase reporter, luminescence, overnight; inhibition, % at 20 µM; 1.7% of 360,000 active; AID 588405;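 active = inhibition of at least 50% at 20 µM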
MITF TRPM1 inh: reduces MITF-dependent TRPM1 promoter luciferase signal; 0.83% of 330,000 active; SK-MEL-5 TRPM1 promoter luciferase, 24 h; inhibition, % at 12.5 µM;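 active = mean inhibition across replicates of 60% or more, whatever share of single replicates reaches that level; inconclusive = some that reach 60%, reason not given; inactive = mean inhibition across replicates below 60%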; also: values of inactives mirror those of a sister screen read the other way
CaV13 FRET inh: Primary screen for inhibitors of IQ motif and Ca2+-dependent inactivation inhibitor domain binding in CACNA1D, Förster resonance energy transfer in living cells, …; HEK cells, CFP/YFP FRET ICDI-IQ, plate reader, 10 min; percent FRET-ratio fall versus neutral wells; inhibition, % at 12.3 µM; 0.098% of 340,000 active; AID 743397;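 active = mean replicate inhibition of at least 30% and at least 1% of replicates passing that level; inconclusive = only one of the two criteria is met; inactive = neither criterion is met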;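 also: 0% = median of the neutral control wells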
The depositor's hits bear a star; ? = inconclusive; nt = no result given. Outcome played no part in choosing rows, and some 3.5% of all compounds hit somewhere here.

SMILES	HIF-2a inh	iPSC survival up	aDG glyco act	Vif inh	NR2E3 ag-1	NR2E3 ag-2	PDI turbidity	Exocytosis inh	Peg3 promoter	MITF TRPM1 inh	CaV13 FRET inh
CCOC(=O)C(C)(C)N(Cc1cccc(C)c1)S(=O)(=O)c1ccc(Cl)c([N+](=O)[O-])c1	64*	2.9	0.5	-10	7	4	10	-1	88*	25	-1
CCCCC(=O)Nc1cc(OCC)c(NC(=O)c2ccccc2[N+](=O)[O-])cc1OCC	0	0.9	0.2	-7	13	3	-2	2	16	6	-6
CCCCN(C(=O)CN1C(=O)C2CCCCC2C1=O)c1c(N)n(CCC)c(=O)[nH]c1=O (stereo unspecified)	5	-0.5	0.1	nt	13	2	5	1	-3	-3	-7
CC(C)C[C@H]1CN([C@@H](Cc2ccccc2)CN2CCC[C@@H]2CN2C(=O)C(=O)NC[C@@H]2Cc2ccccc2)C(=O)C(=O)N1CC1CCCCC1	-76	0.0	0.2	?	9	nt	nt	10	29	nt	-8
O=C(Cc1ccccc1)N1CCC(c2nc3ccccc3[nH]2)CC1	18	0.2	0.4	-7	-3	0	7	-1	8	1	-9
O=C1c2ccccc2C(=O)N1CCCCN(C(=O)c1ccc([N+](=O)[O-])cc1)c1ccc(Cl)cc1	11	-1.2	0.4	-12	-13	7	5	1	12	6	-5
CCCCCCCCNS(=O)(=O)CCNCc1ccco1	6	-2.0	-0.2	6	-24	nt	2	0	10	-9	-9
Cc1ccc(NC(=O)c2ccc(C(=O)c3ccccc3)cc2)nc1	-209	0.4	0.2	-9	-41	0	8	-10	-212	-52	-5
COc1ccc(/C=C/C(=O)Nc2ccc(-n3nncc3-c3ccccc3)cc2)cc1OC	26	2.9	0.5	-11	8	-2	4	-8	29	11	-4
c1cc2c(cc1C1=Nn3c(nnc3C3CCCCC3)SC1)OCO2	24	0.7	0.1	-6	0	2	-3	-4	28	12	-5
CCOC(=O)C1=C(N)Oc2cc(O)ccc2C1c1ccc(C)cc1 (stereo unspecified)	24	-0.4	-0.1	-1	-31	0	13	-2	29	8	-6
NC(=O)COC(=O)c1cccc(S(=O)(=O)N2CCCCC2)c1	20	0.3	0.1	3	-5	5	-4	1	11	-10	-16
C/C(N)=C(/C#N)C(=O)COC(=O)C1CCC(C(C)(C)C)CC1 (stereo unspecified)	8	-3.6	1.0	nt	21	1	-22	4	38	1	-6
O=C(NCCCN1CCOCC1)c1ccccc1N1C(=O)[C@@H]2Cc3c([nH]c4ccccc34)C(c3cccc(Cl)c3)N2C1=O (stereo partly specified)	8	-0.8	-0.3	7	-15	2	nt	8	25	11	nt
O=C(c1ccccc1Cc1ccccc1)N1CCN(S(=O)(=O)c2ccccc2Br)CC1	10	-0.5	-0.1	10	-2	1	-3	-2	26	-7	-5
Cc1n[nH]c(C)c1S(=O)(=O)N1CCCC(C(=O)Nc2ccc(Br)cc2)C1 (stereo unspecified)	11	0.5	0.2	3	-7	-1	1	0	22	-5	-16
CSc1nnc(NC(=O)c2ccc(C)c(S(=O)(=O)N3CCOCC3)c2)s1	-101	4.5	-0.1	nt	-20	1	-12	1	-67	-10	nt
Cn1cc(C(=O)C(=O)N2CCOCC2)c2ccccc21	5	-0.4	0.0	nt	14	1	4	-3	2	8	nt
C[C@H]1CN([C@@H](C)CO)C(=O)c2cc(Br)cnc2O[C@H]1CN(C)C(=O)Cc1ccccn1	10	-0.5	-0.3	0	5	nt	11	0	9	nt	-3
O=C(Nc1nnc(CC(c2ccccc2)c2ccccc2)s1)c1ccco1	8	-0.8	0.1	-2	-6	2	-38	-2	1	6	-5
O=C(CN1CCCCCCC1)Nc1cccc(Cl)c1Cl	-3	-0.7	0.1	21	-39	-4	0	1	2	-8	-1
COc1cc2nc(NC(=O)c3ccc(Cl)cc3)sc(=O)c2cc1OC	2	-0.5	-0.1	-2	-11	5	16	-2	21	31	-14
Cc1[nH]c(=O)[nH]c(=O)c1S(=O)(=O)NCCc1ccc(S(N)(=O)=O)cc1	11	-0.9	0.4	5	0	-1	17	-2	6	5	-1
COc1ccc(C(C#N)N2N=C(c3ccccc3)CC2c2ccccc2)cc1OC (stereo unspecified)	-156	-0.6	-0.2	1	-35	0	-5	1	-41	10	-6
O=C(Nc1ccc(CSc2ccccc2)cc1)c1ccc(CN2CCOCC2)cc1	2	-1.3	1.5	-13	22	0	-4	-3	-8	17	-6

Additional records
SMILES	HIF-2a inh	iPSC survival up	aDG glyco act	Vif inh	NR2E3 ag-1	NR2E3 ag-2	PDI turbidity	Exocytosis inh	Peg3 promoter	MITF TRPM1 inh	CaV13 FRET inh
COc1cc(OC)c(/C=N/NC(=O)c2ccncc2)c(OC)c1	26	-0.8	0.0	32	-5	3	0	0	11	1	3
CCSc1nnc(NC(=O)c2cccc(S(=O)(=O)N(C)c3ccccc3)c2)s1	6	0.4	-0.2	-1	-20	-1	-3	-2	11	0	-4
CCCC(C1=C(O)CC(C)(C)CC1=O)C1C(=O)CC(C)(C)CC1=O (stereo unspecified)	3	-3.0	0.3	16	-12	3	16	2	13	14	-6
COC(=O)c1ccc2c(c1)N(C)C(=O)CS2	15	0.6	-0.1	12	-7	4	-1	4	7	6	-8
CCCn1nnnc1NC(=O)c1ccc2ccccc2c1	-14	-1.4	-0.2	nt	3	2	-4	2	-2	-5	-1
COc1ccc(NC(=O)C2CCC(N3C(=O)C4C5C=CC(C5)C4C3=O)CC2)cc1 (stereo unspecified)	9	1.8	0.4	6	-16	0	-5	1	21	2	-6
CC1(C)CC(O)C(C)(C)N1O (stereo unspecified)	13	-1.6	-0.1	7	-19	1	-1	0	1	7	-4
CCc1c(C)nc(SCc2ccccn2)[nH]c1=O	-42	2.1	0.0	1	-13	2	-1	4	-19	6	-19
CCOc1ccc2[nH]c(=O)c(CN(Cc3cccs3)Cc3nnnn3C(C)(C)CC)cc2c1	29	-1.0	0.4	0	-12	2	0	5	33	-6	-7
O=C(Nc1ccc(Nc2ccccc2)cc1)c1c(F)c(F)c(F)c(F)c1F	20	0.3	0.5	1	-2	2	19	26	9	-3	-5
CC(NC(=O)c1cccc2c1Oc1ccccc1S2)C(=O)O (stereo unspecified)	11	-1.1	0.1	5	15	nt	nt	17	7	nt	nt
COC(=O)/C=C1/S/C(=N/NC(=O)c2ccc(OC)cc2)NC1=O	4	-0.8	-0.1	15	-27	1	-6	-9	-4	6	-7
CC(=O)NNC(=O)c1csc(Cc2c(Cl)sc3ccc(Cl)cc23)n1	9	1.1	0.4	13	-3	0	-3	-2	15	0	-4
CN(Cc1ccc(Cl)cc1Cl)C(=O)Cc1ccc(S(=O)(=O)N2CCOCC2)s1	13	-2.3	0.0	nt	33	nt	5	-1	23	nt	-8
N#C/C(=C/c1ccc(N2CCCCC2)o1)C(=O)Nc1ccc(Cl)cc1	-378	-2.1	1.3	nt	-83	0	16	9	-185	-64	-14
O=C(COc1ccc(C(=O)NCC2CCCO2)cc1)Nc1cccc(C(F)(F)F)c1 (stereo unspecified)	-5	0.2	-0.1	-3	21	3	3	-18	0	-8	-7
O=C(NC1CC1)c1ccc(CN(c2ccccc2)S(=O)(=O)c2ccccc2)cc1	24	-0.6	0.4	0	31	5	-7	-1	2	-8	-5
Fc1cccc(/C=N/Nc2cc(N3CCOCC3)ncn2)c1	-300	-0.5	-0.2	15	-42	-2	4	-8	-289	-96	0
Cc1cc(C)cc(OCC(=O)OCC(=O)NCc2ccco2)c1	10	-0.9	0.3	-1	6	-1	7	3	-2	10	-3
CCOC(=O)c1ccc(NC(=O)CC2C(=O)N(c3ccc(F)cc3)C(=O)N2CCCOC)cc1 (stereo unspecified)	5	-0.8	0.0	4	2	0	-4	5	15	-6	-8
Cc1noc2ncnc(Sc3c(Cl)cccc3Cl)c12	43*	-4.3	1.3	11	-23	-2	0	4	97*	35	nt
COc1ccc(CN2CC(C(=O)NCc3ccccn3)CC2=O)cc1 (stereo unspecified)	15	7.2	-0.2	13	-15	2	0	0	13	-4	nt
COc1ccccc1CN(C)C(=O)CN1C(=O)c2ccccc2C1=O	7	1.2	0.2	4	7	2	0	4	-6	11	-3
CC(C)Oc1cccc(C(=O)NC(=S)Nc2ccc3c4c(cccc24)CC3)c1	-6	-2.9	-0.5	14	-21	-2	4	0	-12	0	nt
Cc1cccc(C(=O)NN2S(=O)(=O)c3ccccc3S2(=O)=O)c1	2	-0.2	0.1	-8	7	3	-4	-1	2	7	-6
CN(C)C(=S)Nc1ccc([N+](=O)[O-])cc1	11	0.6	-0.1	-2	-8	-2	6	-2	5	-8	-4
CCOC(=O)c1cc2[nH]c3ccccc3c2[n+](-c2ccc([N+](=O)[O-])cc2)c1N	20	-2.0	-0.1	-2	-8	-7	-5	-1	0	2	-4

Of the compounds above, 8 have an NH in an aromatic ring.
SMILES	HIF-2a inh	iPSC survival up	aDG glyco act	Vif inh	NR2E3 ag-1	NR2E3 ag-2	PDI turbidity	Exocytosis inh	Peg3 promoter	MITF TRPM1 inh	CaV13 FRET inh
CCCCN(C(=O)CN1C(=O)C2CCCCC2C1=O)c1c(N)n(CCC)c(=O)[nH]c1=O (stereo unspecified)	5	-0.5	0.1	nt	13	2	5	1	-3	-3	-7
O=C(Cc1ccccc1)N1CCC(c2nc3ccccc3[nH]2)CC1	18	0.2	0.4	-7	-3	0	7	-1	8	1	-9
O=C(NCCCN1CCOCC1)c1ccccc1N1C(=O)[C@@H]2Cc3c([nH]c4ccccc34)C(c3cccc(Cl)c3)N2C1=O (stereo partly specified)	8	-0.8	-0.3	7	-15	2	nt	8	25	11	nt
Cc1n[nH]c(C)c1S(=O)(=O)N1CCCC(C(=O)Nc2ccc(Br)cc2)C1 (stereo unspecified)	11	0.5	0.2	3	-7	-1	1	0	22	-5	-16
Cc1[nH]c(=O)[nH]c(=O)c1S(=O)(=O)NCCc1ccc(S(N)(=O)=O)cc1	11	-0.9	0.4	5	0	-1	17	-2	6	5	-1
CCc1c(C)nc(SCc2ccccn2)[nH]c1=O	-42	2.1	0.0	1	-13	2	-1	4	-19	6	-19
CCOc1ccc2[nH]c(=O)c(CN(Cc3cccs3)Cc3nnnn3C(C)(C)CC)cc2c1	29	-1.0	0.4	0	-12	2	0	5	33	-6	-7
CCOC(=O)c1cc2[nH]c3ccccc3c2[n+](-c2ccc([N+](=O)[O-])cc2)c1N	20	-2.0	-0.1	-2	-8	-7	-5	-1	0	2	-4

High-throughput results from PubChem BioAssay.
